S3 lipid droplet – qHTS Assay for Lipid Storage Modulators in Drosophila S3 Cells | Drosophila S3 cells, BODIPY lipid droplet fluorescence, 18-24 h; cells fed with added oleic acid | lipid storage change, negative = inhibition, % at the top dose, mostly 46.1 µM; hits show Potency in µM | hit rate 0.64% among 320,000 | AID 2685, 2010; active = well fitted inhibition curve with a large enough effect in the signal ratio, with a control signal flat, not every such curve was filed as active; inconclusive = small, poorly fitted or top-dose-only effect, or effect the other way, or a change in a side signal; the % refers to the signal ratio
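Drosophila S3 cells loaded with oleic acid (400 uM, as added) and compounds at several concentrations; lipid droplets imaged by 488-nm laser-scanning cytometry, 500–530 nm intensity and object ratio to cell channel. Percent activity normalized to 20 uM Triacsin C.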
S3 lipid droplet cell count max – second read-out of S3 lipid droplet, no call of its own (marks repeat the call); cell number change, %; measured here: cell count max response;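 cells counted by Cell Tracker Red CMTPX staining in the red channel; peak over a dose series mostly up to 46.1 µM; percent activity relative to internal control wells on each plate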
* marks the source's active call; other numbers are inactive results; i = inactive; u = inconclusive; x = not tested or not shown; [ ] = dose if it differs, or a comment. % is set by controls: 0 for no effect and ±100 for the full control effect; potency is the fitted concentration of half-maximal effect. Not all compounds are listed (hit frequency here may not be typical).

SMILES | S3 lipid droplet | S3 lipid droplet cell count max
Cc1c(Cl)cccc1NC(=O)CSc1ncnc2c1cnn2CCc1ccccc1 | 0% | -1
COc1ccc(NC(=S)N2CCC(C(=O)c3ccc(F)cc3)CC2)c(OC)c1 | 0% | 11
Cc1cc(NC(=O)COC(=O)c2cc(S(=O)(=O)N(C)c3ccccc3)ccc2Cl)no1 | -1% | -9
O=S1(=O)[C@H]2C[C@@H]3C=C[C@]2(CN1Cc1ccc(C(F)(F)F)cc1)O3 | 7% | 11
CC(C)(C)n1nnnc1C(c1cccs1)N1CCCC2(CCCCC2)C1 (stereo not drawn) | 6% | 7
CCc1nnc(-n2nc(C)cc2-c2ccccc2)n1N | u | x
Fc1ccccc1CSc1nnc2ccc(-c3ccncc3)nn12 | 1% | 1
Cc1ccc(NC(=O)CN(C)CC(=O)Nc2ccccc2C#N)cc1 | -15% | -1
CCc1nn(CC(=O)NCCCN2CCN(C)CC2)c(=O)c2cc3occc3n12 | u | x
COCCNC(=O)[C@@H]1CSC2c3ccc(OC)c(OC)c3C(=O)N21 (stereo partly drawn) | 9% | 7
O=C(N/C(=C/c1ccc(Br)cc1)C(=O)N1CCCC1)c1cccs1 | -6% | -6
CC1Cc2ccccc2N1C(=O)CSC1=NCCS1 (stereo not drawn) | u | x
O=c1c2ccccc2ncn1-c1cccc(Br)c1 | u | x
CCCC(NC(=O)COc1cc2c(c3oc(=O)c(C)c(C)c13)CCC(C)(C)O2)C(=O)O (stereo not drawn) | u | x
COc1cccc(C2C(C#N)=C(N)Oc3cc(N)ccc32)c1OC (stereo not drawn) | u | x
Cc1cccc(C(=O)N2CCc3c([nH]c4ccccc34)C2CC(C)C)n1 (stereo not drawn) | 9% | -4
CCCCn1c(-c2ccsc2)nc2c1c(=O)[nH]c(=O)n2CCC | i | 26
CCCN(C(=O)c1cnccn1)c1c(N)n(Cc2ccccc2)c(=O)[nH]c1=O | u | x
O=C(O)c1cccc(NC(=O)c2ccc(COc3ccc(Cl)cc3)cc2)c1 | -7% | -5
O=C(CSc1ccccc1)N1CCCC(N2CCN(c3ccccc3)CC2)C1 (stereo not drawn) | i | 22
CCCCn1nnnc1SCC(=O)c1ccccc1F | -7% | 9
CN(C)S(=O)(=O)c1cccc(-c2nnc(SCc3ccc4c(c3)OCCO4)o2)c1 | u | x
Cc1ccc2sc(N(CCCN(C)C)C(=O)c3ccc(S(=O)(=O)N4CCOCC4)cc3)nc2c1C | 26% | 23
C[n+]1cccc(C(=O)NNC(=O)C23CC4CC(CC(C4)C2)C3)c1 | u | x
O=C(CSc1cn(Cc2ccccc2)c2ccccc12)NCc1ccc(F)cc1 | u | x
SMILES | S3 lipid droplet | S3 lipid droplet cell count max
CC1CCCN(C(=O)C2CCN(CC3CC=CCC3)CC2)C1 (stereo not drawn) | u | x
COc1ccc(-c2csc(NC(=O)c3ccccc3F)n2)cc1 | u | x
Cc1cccc(Nc2nnc(SCC(=O)c3c(N)n(C4CC4)c(=O)[nH]c3=O)s2)c1C | u | x
CCOc1cc(C2NC(=O)NC(c3ccccc3)=C2C(=O)c2ccccc2)c(Br)cc1OCC(=O)O (stereo not drawn) | u | x
CCOC(=O)N1CCN(C(=O)C2CCCCC2)CC1 | i | 1
COc1cccc(NC(=O)c2c([N+](=O)[O-])cnn2C)c1 | i | 14
O=c1oc2ccccc2nc1/C=C(O)/C=C/c1ccc(F)cc1 | u | x
CCn1c(SCc2nc3ccccc3s2)nnc1-c1ccccc1 | u | x
CCCn1c(N2CCN(Cc3ccc(Cl)cc3)CC2)nc2ccccc21 | u | x
Cc1ccc(N2CC(C(=O)N3CCc4ccccc43)CC2=O)cc1 (stereo not drawn) | u | x
Cc1cc(SCC(=O)c2ccccc2)n2ncc(-c3ccccc3)c2n1 | -2% | 3
CS(=O)(=O)c1ccc(Cl)c(NC(=O)CSc2nc3ccccc3c(=O)n2CCCN2CCOCC2)c1 | 22% | x
Cc1sc2ncn(CC(=O)N3CCN(c4ccccn4)CC3)c(=O)c2c1S(=O)(=O)N1CCC(C)CC1 | u | x
CC(=O)N=c1cccc(NC(C)=O)n1O | u | x
CCOc1ccc(N(CC(=O)NCC2CCCO2)S(=O)(=O)c2ccc(SC)cc2)cc1 (stereo not drawn) | i | x
O=c1c2ccccc2oc2ccc(NCCCN3CCOCC3)cc12 | u | x
O=C(/C=C/c1ccco1)NC(=S)NNC(=O)c1ccco1 | -7% | -21
Cc1noc(C(=O)Nc2ccc(F)cc2F)c1Cl | i | 8
CCOC(=O)C1CCN(CC(=O)c2c(C)n(C)c3ccc(OC)cc23)CC1 | 22% | 25
CCOc1ccc(OCCNC(=O)c2oc3ccccc3c2COC)cc1 | u | x
CSc1nc2ccccc2n1C(=O)NC1CCCCC1 | i | 26
Cc1ccccc1NC(=O)CCN1CCN(C/C=C/c2ccccc2)CC1 | u | x
COc1cc2c(cc1OC)-c1cc(Nc3ccc(N(C)C)cc3)nc(=O)n1CC2 | 8% | 13
COC(=O)c1ccccc1NC(=O)N1CCN(C(=O)c2ccco2)CC1 | i | x
COc1ccc(-n2c(=S)[nH]c3cc(C(=O)Nc4cc(C(N)=O)ccc4OC)ccc3c2=O)c(OC)c1 | u | x

Ordered by molecular weight (largest number first): part of the list above
SMILES | S3 lipid droplet | S3 lipid droplet cell count max
Cc1sc2ncn(CC(=O)N3CCN(c4ccccn4)CC3)c(=O)c2c1S(=O)(=O)N1CCC(C)CC1 | u | x
CCOc1ccc(N(CC(=O)NCC2CCCO2)S(=O)(=O)c2ccc(SC)cc2)cc1 (stereo not drawn) | i | x
COc1cc2c(cc1OC)-c1cc(Nc3ccc(N(C)C)cc3)nc(=O)n1CC2 | 8% | 13
CCOC(=O)C1CCN(CC(=O)c2c(C)n(C)c3ccc(OC)cc23)CC1 | 22% | 25
Cc1ccccc1NC(=O)CCN1CCN(C/C=C/c2ccccc2)CC1 | u | x
CCn1c(SCc2nc3ccccc3s2)nnc1-c1ccccc1 | u | x
O=c1c2ccccc2oc2ccc(NCCCN3CCOCC3)cc12 | u | x
Cc1ccc(N2CC(C(=O)N3CCc4ccccc43)CC2=O)cc1 (stereo not drawn) | u | x
O=C(/C=C/c1ccco1)NC(=S)NNC(=O)c1ccco1 | -7% | -21
CC1CCCN(C(=O)C2CCN(CC3CC=CCC3)CC2)C1 (stereo not drawn) | u | x
COc1cccc(NC(=O)c2c([N+](=O)[O-])cnn2C)c1 | i | 14
Cc1noc(C(=O)Nc2ccc(F)cc2F)c1Cl | i | 8
CCOC(=O)N1CCN(C(=O)C2CCCCC2)CC1 | i | 1
CC(=O)N=c1cccc(NC(C)=O)n1O | u | x

Remaining list, next part
SMILES | S3 lipid droplet | S3 lipid droplet cell count max
Cc1ccc(NC(=O)Cn2nnc(C(=O)NCCc3ccccc3)c2N)c(C)c1 | i | -16
COCCN(C(=O)CSc1nc2ccccc2c(=O)n1CC(C)C)c1c(N)n(Cc2ccccc2)c(=O)[nH]c1=O | u | x
Cc1ccccc1NC(=O)Cn1c(C)nc2ccc(NC(=O)C3CC3)cc2c1=O | u | x
O=[N+]([O-])c1ccc(N=Nc2c(Cl)cc(O)cc2Cl)cc1 | u | x
CCCCN(C(=O)C1CC(=O)N(Cc2ccc(C)cc2)C1)c1c(N)n(CC(C)C)c(=O)[nH]c1=O (stereo not drawn) | u | x
COc1ccccc1Nc1ncnc2sccc12 | 19% | 10
COc1ccccc1NC1C=CS(=O)(=O)C1 (stereo not drawn) | u | x
Cc1cc(C)c(S(=O)(=O)Cc2ccccc2)c(=O)[nH]1 | 5% | -11
Cc1ccc(S(=O)(=O)NCCCCCC(=O)Nc2ccccc2C)cc1 | u | x
Cc1cc(N)n2nc(C)c(-c3ccccc3)c2n1 | -21% | -25
CN(CC(=O)Nc1cccc(F)c1)C(=O)CCC1CCCCC1 | -9%[0.0737 µM] | 23
O=c1c2ccccc2n(CC(O)CN2CCOCC2)c2ccccc12 (stereo not drawn) | u | x
COc1cc(NC(=O)c2ccccc2)cc(OC)c1 | 11% | 9
CCc1ccc(NC(=O)COC(=O)c2nc3nc(C)cc(C)n3n2)cc1 | u | x
CCOC(=O)c1c(C)n(C)c2ccc(OC(C)C(=O)OC)cc12 (stereo not drawn) | u | x
COc1ccc(-c2nnc(-c3cccs3)o2)cc1OC | i | x
CC(CCc1ccccc1)NC(=O)c1ccc(C(=O)NC(C)CCc2ccccc2)cc1 (stereo not drawn) | -3% | 4
CCCCC(=O)Nc1ccc2c(c1)oc1ccccc12 | -5% | -13
CCc1ccc(S(=O)(=O)/N=C2\C=C(NS(=O)(=O)c3ccccc3)C(=O)c3ccccc32)cc1 | u | x
COC(=O)c1ccc(/C(O)=C(\C#N)c2nc3ccccc3s2)cc1 | u | x
Cc1ccc(C)c(NC(=S)N/N=C2/CCCCc3ccccc32)c1 | u | x
COc1ccc(N(CC(=O)NCc2ccccc2C)S(=O)(=O)c2ccccc2[N+](=O)[O-])c(OC)c1 | u | x
COc1ccc(-c2cc(C(=O)N(C)CC(=O)Nc3cccc(F)c3)c3ccccc3n2)cc1 | u | x
CCCNC(=O)C(Cc1cccc(Cl)c1)NC(=O)c1ccccc1 (stereo not drawn) | -20% | x
Cc1cccc(NC(=O)CN2CCc3cc4c(cc3C2C)OCCCO4)c1 (stereo not drawn) | u | x
SMILES | S3 lipid droplet | S3 lipid droplet cell count max
Cc1c(C2(c3c(C)n(C)n(-c4ccccc4)c3=O)C(=O)Nc3ccc(F)cc32)c(=O)n(-c2ccccc2)n1C | u | x
Cc1cc(F)ccc1Oc1cc(NN2CCCCC2)c([N+](=O)[O-])cc1[N+](=O)[O-] | u | x
CCc1nnc2sc(-c3ccc(NC(=O)c4ccco4)cc3)nn12 | u | x
COC(=O)C1CCN(C(=O)c2ccc3nc(-c4cccc(OC)c4)oc3c2)CC1 | -23% | -6
Cc1ccccc1N(C)S(=O)(=O)c1nnc(NC(=O)c2ccccc2F)s1 | u | x
O=[N+]([O-])c1cccc(-c2ccc(C(=S)N3CCN(c4ccc(F)cc4)CC3)o2)c1 | u | x
COc1ccc(S(=O)(=O)N2CCCC(C(=O)NCC3CCCO3)C2)cc1Cl (stereo not drawn) | u | x
Cc1ccccc1NC(=O)c1ccc(C)c(S(=O)(=O)Nc2cccnc2)c1 | u | x
O=C1C=CC(=O)N1c1ccc(O)cc1 | u | x
CN(CC(=O)Nc1ccccc1Cl)C(=O)COC(=O)C1=COCCO1 | i[0.0737 µM] | x
O=C(CCc1ccccc1)N/N=C\c1cc2c(cc1Br)OCO2 | u | x
O=C(Cn1nc(-c2ccccc2)ccc1=O)NCC1CCCO1 (stereo not drawn) | u | x
CN(C)c1ccc(-n2cc3c(=O)n(C)c(=O)n(C)c3c2)cc1 | u | x
COc1ccc(C(=O)C(C)OC(=O)CCN2C(=O)C3CC=CCC3C2=O)cc1 (stereo not drawn) | u | x
CCOC(=O)c1ccc(NS(=O)(=O)c2c(C)nc3sccn3c2=O)cc1 | u | x
C[N+](C)(CC#Cc1ccccc1)CC(=O)c1ccc(Cl)cc1 | 1% | -1
CCOC(=O)c1c(C)[nH]c(N=Nc2ccc(C)cc2)c1C | u | x
COc1ccc(OC)c2[nH]c(=O)c(CCNC(=O)C(C)(C)C)cc12 | u | x
COc1cc(/C=N/n2cnc3scc(-c4cccs4)c3c2=O)cc(OC)c1OC | 5% | 7
O=C(COc1ccc2ccccc2c1)NCC1CCCO1 (stereo not drawn) | -43% | -11
CCc1ccc(NC(=O)NNC(=O)c2ccc3ccccc3c2O)cc1 | u | x
C/C(=N\NC(=O)CN1CCCCC1)c1ccccc1O | u | x
CC1CCCN(C(=O)c2ccc([N+](=O)[O-])o2)C1 (stereo not drawn) | u | x
CCC(C)(C)NC(=O)CN(C(=O)CCC(=O)Nc1nccs1)c1ccc2c(c1)OCO2 | u | x
Cc1ccnc(NC(=O)C2CCN(S(=O)(=O)c3cccc4nonc34)CC2)c1 | -9% | -3
SMILES | S3 lipid droplet | S3 lipid droplet cell count max
Cc1ccccc1-c1cc(C(=O)NCc2ccco2)n(CC2CC(c3cccnc3)=NO2)n1 (stereo not drawn) | u | x
COc1cccc(CNC(=O)C2CCCN(C(=O)c3ccc(Cl)cc3)C2)c1 (stereo not drawn) | u | x
Cc1cc(-c2n[nH]c(=S)n2/N=C/C=C/c2ccccc2)n[nH]1 | u | x
COc1cc(OC)c(OC)cc1/C=C1\SC(N2CCCCC2)=NC1=O | 13% | -10
CC1=C(C(=O)N2CCOCC2)C(c2ccc(C)cc2)NC(=S)N1 (stereo not drawn) | 13% | 5
Cc1c(C)n2c(SCC(=O)N3CC(C)OC(C)C3)nnc2[nH]c1=O (stereo not drawn) | u | x
CCc1c(C(C)O)oc2ccc3c(C)cc(=O)oc3c12 (stereo not drawn) | u | x
CCC1(CC)NC(=O)N(CC(=O)N2CCN(c3ccccc3F)CC2)C1=O | u | x
COc1cccc(CNC(=O)CCS(=O)(=O)Cc2ccc(C)cc2)c1 | u | x
CN(CC(CC(=O)Nc1nncs1)c1ccccc1)S(=O)(=O)c1ccc(Br)cc1 (stereo not drawn) | u | x
COc1cc(C(=O)NC2CCN(Cc3ccccc3)CC2)cc(Cl)c1OC | u | x
COc1ccccc1NS(=O)(=O)c1ccc(Br)s1 | u | x
O=C(NCC1CCCN(C(=O)Cc2ccccc2Cl)C1)c1ccc(F)cc1 (stereo not drawn) | i | 17

Source: PubChem
